12-LOX inh: ALOX12 (human) lipoxygenase inhibition; hit rate 1.1% among 580,000; Potency, µM (series often up to 108 µM), for inactives: at the top dose activity change, negative = inhibition, usual class: inhibitors; purified 12hLO, xylenol orange hydroperoxide absorbance; P18054; active means well fitted inhibition curve with a large enough effect; inconclusive means small, poorly fitted or top-dose-only effect, or another doubt; inactive means no such curve, though single readings can be large or run the other way
Target sequence (P18054 whole entry, looked up): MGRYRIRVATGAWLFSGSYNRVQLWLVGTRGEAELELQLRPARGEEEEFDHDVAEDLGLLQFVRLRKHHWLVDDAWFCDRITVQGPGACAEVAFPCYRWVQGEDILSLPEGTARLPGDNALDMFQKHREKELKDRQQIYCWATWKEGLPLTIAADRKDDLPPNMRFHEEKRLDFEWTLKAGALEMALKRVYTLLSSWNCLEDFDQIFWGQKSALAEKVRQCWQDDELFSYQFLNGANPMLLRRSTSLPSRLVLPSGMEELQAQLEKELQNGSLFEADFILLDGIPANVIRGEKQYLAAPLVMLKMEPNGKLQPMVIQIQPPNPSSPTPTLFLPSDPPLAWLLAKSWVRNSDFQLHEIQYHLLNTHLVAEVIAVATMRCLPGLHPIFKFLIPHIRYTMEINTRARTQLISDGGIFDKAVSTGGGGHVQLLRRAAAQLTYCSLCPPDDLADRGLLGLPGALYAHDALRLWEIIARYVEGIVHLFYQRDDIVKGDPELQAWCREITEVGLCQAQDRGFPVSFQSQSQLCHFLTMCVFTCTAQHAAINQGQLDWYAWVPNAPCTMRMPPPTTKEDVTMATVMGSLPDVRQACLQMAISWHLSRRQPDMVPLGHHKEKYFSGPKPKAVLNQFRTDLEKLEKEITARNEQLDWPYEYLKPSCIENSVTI
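Purified human 12hLO at 150 nM in 25 mM Hepes, 0.01% Triton X-100, pH 7.0, preincubated 15 min at room temperature with compound. Reaction started with 40 uM arachidonic acid, 30 min at room temperature. Hydroperoxide measured by Fe-xylenol orange, 573/405 nm absorbance ratio.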
* hit, by the source's call; u = inconclusive; & = joins results of further samples; [ ] = another dose, or the depositor's remark. On the % scale 0 is the no-effect control and ±100 the full control effect; potency means the concentration at half of the fitted maximal effect.

SMILES	12-LOX inh
CCOc1ccc(CNC(=O)c2cc3n(n2)CC(C)(C(=O)NC2CCCC2)N(CC)C3=O)cc1 (configuration not stated)	2%
COc1cccc(CNC(=O)CN2C(=O)NC3(CCC(C)CC3)C2=O)c1OC (configuration not stated)	4%
Cc1cc(C(=O)O)ccc1NS(=O)(=O)c1ccc(S(=O)(=O)N2CCCCC2)cc1	35%
COCC(=O)N[C@@H]1CN(C(=O)NCc2ccccc2)CC[C@@H]1c1nc(C)no1	74%[activator]
O=C(CC1CCCCN(Cc2ccccc2)C1=O)NCc1ccc(F)cc1 (configuration not stated)	3%
COc1ccc(NC(=O)C2(Cc3cccnc3)CCCCC(=O)N2)cc1F (configuration not stated)	26%
COc1ccc(CN2C(=O)CO[C@H]3CN(C(=O)C4CC4)C[C@H]32)cc1	13%[176 µM]
O=C(NC1CC1)c1ccc2c(c1)CC(=O)N2Cc1ccc(F)cc1	-11%
CCN(Cc1ccncc1)C(=O)c1c(OCC2CC2)cc(=O)n2c1CCCCC2	84%[activator]
O=C1OCCC1CCC(=O)N1CCc2c(nc(-c3ccccc3)[nH]c2=O)C1 (configuration not stated)	17%
Cc1cccc(C)c1OCc1cc(C(=O)N2CCCC(C(=O)c3nccn3C)C2)no1 (configuration not stated)	-26%
CC(Oc1ccccc1)c1nc(-c2ccc(Br)cc2)no1 (configuration not stated)	17%
COc1ccc([C@@H]2[C@@H](C(=O)N3CCCC3)CC(=O)N2C(=O)c2ccccc2)cc1	-3%
CN(C)c1cc(N2CCCC(NC(=O)c3ccoc3)C2)ncn1 (configuration not stated)	7%
Cc1cnc(C(=O)N[C@@H]2CCC[C@@H]2C(=O)Nc2cccc(C(C)C)c2)cn1	45%
C[C@@H]1CN(S(=O)(=O)c2ccccc2)CC[C@@]1(O)C1CCOCC1	35%[activator]
O=C(CN1CCC(c2nc3ccccc3s2)CC1)C12CC3CC(CC(C3)C1)C2	u
COc1ccc(C(=O)NCCC2CCN(C(=O)Nc3ccccc3)CC2)cc1	17%
CN1CCOc2c(C(=O)NCc3cccnc3)cc(-c3ccccc3F)cc21	3%[176 µM]
O=C(Nc1ccc(F)cc1)c1nnc(CSCC(=O)N2CCN(c3ccccc3)CC2)s1	u
COc1ccc(S(=O)(=O)Nc2ccccc2OC)cc1NC(=O)c1cccc(-n2cccc2)c1	u
CCCC(C)C(=O)NCc1ccccn1 (configuration not stated)	7%
Cc1ccc(-c2csc3ncn(CC(=O)c4cc(C)n(C)c4C)c(=O)c23)s1	2%
Cc1c(C)n(Cc2ccncc2)c2ncn3nc(-c4ccncc4)nc3c12	16%
CN(Cc1ccccc1)C(=O)c1ccnc(-c2nnc3ccc(N(C)c4ccccc4)nn23)c1	13%
CC(C)[C@@H]1CN(C(=O)c2scc3c2CCCC3)C[C@H]1NS(C)(=O)=O	3%
Cc1nn(CC(=O)N2CCc3ccccc32)c(C)c1S(=O)(=O)N1CCCC(C(=O)NC2CC2)C1 (configuration not stated)	3%
CCC(=O)Nc1nc(C)c(-c2csc(Nc3ccc(OC)cc3)n2)s1	u
CCOc1ccc(/C=N/O)c(OC)c1	23%
Cn1nnnc1C1CCCN(C(=O)CCC2CCCC2)C1 (configuration not stated)	23%
COc1ccc(C(=O)N2CCC3(CCN(C(=O)Nc4ccccc4)CC3)CC2)cc1	-2%[57.4 µM]
O=C(CC1CCOCC1)NCc1cccc(F)c1	33%[activator]
O=C(O)C[C@@H]1CCN(C(=O)COc2ccccc2)C[C@@H]1CCN1CCN(c2ccccn2)CC1	21%
COC(=O)CCCCCCCNS(=O)(=O)c1ccc([N+](=O)[O-])cc1	u
COCCC(=O)N1Cc2c(ncn2Cc2ccccc2)C[C@H]1C(=O)OC	14%[176 µM]
O=C(CN1CCOCC1)N1CC2CC(C1)[C@H]1CCCC(=O)N1C2 (some centres not stated)	16%
CCCCNC(=O)C[C@H]1C[C@@]2(C(=O)OC)C(=C[C@H](COCc3ccccc3)O[C@@H]2C)N(Cc2ccc3c(c2)OCO3)C1=O	0%
Cc1cnc(NC(=O)c2csc(NCC(C)C)n2)s1	51%[activator]
c1cc2nnc(C3CCC3)n2nc1N1CCOCC1	-25%
Cc1ccc(C2=C(O)C(=O)N(Cc3ccccn3)C2c2ccccc2)cc1 (configuration not stated)	4%
CC(=O)N1CCc2nc(C)nc(-c3ccc(O)cc3)c2C1	23%[176 µM]
COc1ccc(C[C@H](NC(=O)C2=C[C@@H](NC(=O)c3cc(OC)ccc3Br)[C@@H](O)[C@H](O)C2)C(N)=O)cc1	-10%
Cc1ccccc1OCCN(C)C(=O)c1cc(=O)c2ccccc2o1	u
CC(C)CNC(=O)CN1CCN(c2cccc(Cl)c2)CC1	u
COC(=O)C1CN(CC(C)C)CCS(=O)(=O)N1Cc1ccc(OC)cc1 (configuration not stated)	45%[activator]
CSc1cccc(NC(=O)Cn2c(-c3cccc(Cl)c3)nc(C)c(CCO)c2=O)c1	0%
NC(=O)C1CN(CC(=O)Nc2cc(Cl)ccc2Cl)c2ccccc2O1 (configuration not stated)	5%
O=C(NC1CCCN(CCc2ccccc2)C1)C1(Cn2cccn2)CC1 (configuration not stated)	-18%
COc1cc(=O)n2c(c1C(=O)N(C)Cc1nonc1C)CCN(C(=O)c1cc(C)ccc1C)CC2	7%
CCCN(CCC)CC1=C(C(=O)OCC)C(c2ccc(C)cc2)NC(=O)N1 (configuration not stated)	14µM*

(list continues)
SMILES	12-LOX inh
COC(=O)[C@@H]1Cc2ncn(Cc3ccc(OC)cc3)c2CN1C(=O)COc1ccccc1	13%
O=C(Nc1ccc(OCc2ccccc2Cl)cc1)c1ccc(C(F)(F)F)cc1	-12%
CC(C)C[C@@H]1N[C@H](C(=O)NCc2ccccc2)Cc2cn(Cc3ccncc3)c3cccc1c23	76%[activator]
COc1cccc(CN2C(=O)CCCCC2C(=O)NCCc2ccccc2)c1 (configuration not stated)	-1%
CCn1nccc1C(=O)N1CCCN(S(=O)(=O)c2ccccc2)CCC(=O)NCC1	37%[activator]
CNC(=O)[C@@H]1C[C@H](Oc2cccnc2)CN1C(=O)CCC1CCCC1	0%
CCc1nn2c(=O)cc(CNc3ccccc3NC(=O)c3ccccc3)nc2s1	u
COc1ccc(-c2c(C)oc3cc(OCC(=O)NCCC4=CCCCC4)ccc3c2=O)cc1	-17%
COc1cc(NC(=O)COc2ccc3c(C)c(C)c(=O)oc3c2C)cc(OC)c1OC	13%
CN(C)CCCNC(=O)COc1ccc(-c2nn(C)c(=O)c3ccccc23)cc1	3%
Cn1c(-c2ccccc2)c(C(=O)COC(=O)COc2cccc3c2OC(C)(C)C3)c2ccccc21	u
CC(C)CNC(=O)C(=O)Nc1cccc2[nH]ccc12	27%
COc1ccc(-c2ccc3nnc(CNC(=O)c4cc(Cl)ccc4OC)n3n2)cc1	25%
O=S(Cc1ccc(Cl)cc1)Cc1ccccc1F (configuration not stated)	14%
CC(C)(C)n1ccc(C(=O)N2CCC3(CCC(=O)N(CCCO)C3)CC2)c1	0%
COc1ccc(CN2C[C@H]3CN(Cc4ccc(Cl)cc4)CCN3C2=O)cc1	u
COC(=O)c1c(NC(=O)C2CCCCC2)sc(C(=O)N(C)C)c1C	1%
COC(=O)c1ccc(CNC(=O)c2cccc(OC)c2)cc1	u
CCCNC(=O)Cn1ccn2nc(-c3ccccc3)c(CO)c2c1=O	22%
O=C(NC1COC1)c1ccc2c(c1)C1(CCN(CC3CC3)C1)CN2Cc1ccccc1 (configuration not stated)	21%[176 µM]
CC(Sc1nnc(-c2cccs2)n1C1CC1)C(=O)N1CCc2ccccc2C1 (configuration not stated)	-27%
CCCCn1nc(C(=O)N2CCCC2c2ccc3c(c2)OCCO3)c2ccccc2c1=O (configuration not stated)	4%
COc1ccc(C(=O)Nc2cc(-n3cnnn3)ccc2N2CCCCC2)cc1Br	-13%
CCc1ncc2c(N3CC4CCC(C3)N4CC(F)(F)F)nc3ccccc3n12	2%[6.33 µM]
O=C(C1CCCC1)N1CCN(C(=O)N2CC3CC(C2)[C@H]2CCCC(=O)N2C3)CC1 (some centres not stated)	0%
CC1CCN(c2oc(COc3cccc(Cl)c3)nc2C#N)CC1	u
CCc1ccccc1NC(=O)CCc1ncc(-c2ccc(F)cc2F)o1	20%
CCCCn1nc(C(=O)N(C)Cc2cnn(-c3ccccc3)c2)c2ccccc2c1=O	u
COc1ccccc1NC(=O)N1CCC2(CCC(=O)N(CC3CC3)CC2)CC1	38%[activator]
CC(C)c1noc(-c2cn(C3CCCN(C(=O)c4cccc(Cl)c4)C3)nn2)n1 (configuration not stated)	7%
Cc1ccc(NC(=O)c2cc(=O)c3ccc(C)cc3o2)c(C)c1	3%
Cc1cccc(NC(=O)C2CCCN2/C=C/C(=O)C(F)(F)F)c1 (configuration not stated)	u
CCc1nc(C)c(C(=O)O)s1	u
Cc1oc(-c2nc(C#N)c(NC(C)c3ccccc3)o2)cc1S(=O)(=O)N1CCCC1 (configuration not stated)	1%
CCc1nc(-c2c3n(c(=O)n(CC(=O)Nc4cc(C)cc(C)c4)c2=O)CCCC3)no1	48%[activator]
CN(C)c1ncc2nc(-c3ccc(F)cc3)c(=O)n(CCC#N)c2n1	u
Cc1ccc(C(=O)/C=C/c2ccc(-c3ccccc3Br)o2)cc1	1.1µM*
COC(CN(C)C(=S)NCC(=O)O)OC	u
COCCNC(=O)Cc1nn(C)c(=O)c2ccccc12	1%
COc1cc(/C=C(/C#N)c2nc3ccc(C)cc3[nH]2)cc(OC)c1O	u
CCc1ccc(C(=O)NC(C)C2CCCO2)s1 (configuration not stated)	-22%
COc1cc(C(=O)COC(=O)CSc2cc(Cl)ccc2Cl)cc(OC)c1OC	-30%
CC(C)(N)c1cn(C2CCN(Cc3cccn3-c3ncccn3)CC2)nn1	11%
CC(Cl)C(=O)NC(=O)NC(C)(C)C (configuration not stated)	12%
CCN1CCN(Cc2nc3c(c(=O)n(C)c(=O)n3C)n2CCOC)CC1	-4%
CC1CCn2c(nc3cc(C(=O)N4CCN(c5ccccc5)CC4)ccc32)C1 (configuration not stated)	14%
CC(=O)N1CCC(N2CCOC[C@H]2c2ncc(-c3ccncc3)[nH]2)CC1	-3%[176 µM]
CC[C@@]1(O)C(=O)OCc2c1cc1n(c2=O)Cc2c-1nc1ccccc1c2/C=N/OC(C)(C)C	-11%[22.9 µM]
O=C(C1CCCCC1)N1CC(F)(F)C[C@H]1c1nnc(C2CC2)o1	58%[activator]
c1ccc(-n2nnnc2N2CCCC(c3nccn3Cc3ccccn3)C2)cc1 (configuration not stated)	16%

Reprinted at random: two entries already listed
SMILES	12-LOX inh
CC[C@@]1(O)C(=O)OCc2c1cc1n(c2=O)Cc2c-1nc1ccccc1c2/C=N/OC(C)(C)C	-11%[22.9 µM]
CC(C)(N)c1cn(C2CCN(Cc3cccn3-c3ncccn3)CC2)nn1	11%

(more compounds)
SMILES	12-LOX inh
CC(Sc1nc(N)cc(N)n1)C(=O)c1ccc(Br)cc1 (configuration not stated)	u
COc1cccc(-c2oc3c(c2C(=O)OCCN2CCCCC2)C(O)CCC3)c1 (configuration not stated)	u
CCCN1CCC(N2C[C@H]3OC(=O)N(CCc4cccc(Cl)c4)[C@H]3C2)CC1	6%
N#CC1CCN(C(=O)c2nc(-c3ccc(Cl)cc3)c3ccccn23)CC1	-3%
CN(CCC#N)C(=O)COC(=O)c1cc(=O)[nH]c2ccccc12	7%
Cc1ccc(Cc2cc(C)ncc2C)c(C)c1	31%
CCc1noc(-c2nc(-c3ccc(OC)c(F)c3)no2)n1	39%[activator]
CC(NC(=O)C1CCN(C(=O)C(C)(C)C)CC1)C1CC1 (configuration not stated)	7%
COC(=O)c1cccc(NC(=O)c2ccc3c(c2)N(C)C2CCCCCN2C3=O)c1 (configuration not stated)	35%[activator]
CN(C)C(=O)c1cccnc1OC1CCN(C(=O)c2cccs2)C1 (configuration not stated)	-2%
CC1(C(=O)NC2COC2)CN(Cc2ccccc2)Cc2ccc(Nc3ccccc3)nc21 (configuration not stated)	-9%[176 µM]
CN(Cc1ccc(C(F)(F)F)cc1)C1CCc2ccccc21 (configuration not stated)	57%&72%&36%&24%[activator][176 µM]

Grouped by structure, the entries above with fluorine (15)
SMILES	12-LOX inh
O=C(CC1CCCCN(Cc2ccccc2)C1=O)NCc1ccc(F)cc1 (configuration not stated)	3%
COc1ccc(NC(=O)C2(Cc3cccnc3)CCCCC(=O)N2)cc1F (configuration not stated)	26%
O=C(NC1CC1)c1ccc2c(c1)CC(=O)N2Cc1ccc(F)cc1	-11%
CN1CCOc2c(C(=O)NCc3cccnc3)cc(-c3ccccc3F)cc21	3%[176 µM]
O=C(Nc1ccc(F)cc1)c1nnc(CSCC(=O)N2CCN(c3ccccc3)CC2)s1	u
O=C(CC1CCOCC1)NCc1cccc(F)c1	33%[activator]
O=C(Nc1ccc(OCc2ccccc2Cl)cc1)c1ccc(C(F)(F)F)cc1	-12%
O=S(Cc1ccc(Cl)cc1)Cc1ccccc1F (configuration not stated)	14%
CCc1ncc2c(N3CC4CCC(C3)N4CC(F)(F)F)nc3ccccc3n12	2%[6.33 µM]
CCc1ccccc1NC(=O)CCc1ncc(-c2ccc(F)cc2F)o1	20%
Cc1cccc(NC(=O)C2CCCN2/C=C/C(=O)C(F)(F)F)c1 (configuration not stated)	u
CN(C)c1ncc2nc(-c3ccc(F)cc3)c(=O)n(CCC#N)c2n1	u
O=C(C1CCCCC1)N1CC(F)(F)C[C@H]1c1nnc(C2CC2)o1	58%[activator]
CCc1noc(-c2nc(-c3ccc(OC)c(F)c3)no2)n1	39%[activator]
CN(Cc1ccc(C(F)(F)F)cc1)C1CCc2ccccc21 (configuration not stated)	57%&72%&36%&24%[activator][176 µM]

An excerpt; count on the stated rates, not on these rows.
